GAA spleen mod: lysosomal alpha-glucosidase (human) modulation; P10253; human spleen homogenate, 4-MU-alpha-glucoside fluorescence; Potency, µM (doses to about 79.9 µM), inactives show at the top dose activity change, negative = inhibition, hits mostly inhibitors; actives 0.006% (n = 240,000);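 further: 0% = enzyme with vehicle and -100% = no enzyme basal signal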
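Compounds were titrated against alpha-glucosidase in spleen homogenate at pH 5.0, with 1 mM 4-methylumbelliferyl substrate for 40 min at 37 C. Reactions were quenched with pH 10 NaOH/glycine and fluorescence measured.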
ALDH1A1 inh: blocks purified human ALDH1A1 activity; P00352; Purified ALDH1A1, NADH fluorescence, propionaldehyde substrate; Potency, µM (series often up to 75.3 µM), without a hit: at the highest dose activity, negative = inhibition, hits mostly inhibitors; actives 7.3% (n = 220,000); AID 1030; active means well fitted inhibition curve with a large enough effect, not every such curve was filed as active; inconclusive means small, poorly fitted or top-dose-only effect, or another doubt; inactive means no such curve, though single readings can be large or run the other way;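 further: plate controls were no enzyme wells and a reference inhibitor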
GAA inh: blocks human lysosomal alpha-glucosidase | AID 1466 | actives 0.005% (n = 200,000) | purified human GAA, 4-MU-alpha-glucoside fluorescence | Potency, µM (series often up to 76.9 µM), for the others: at the top dose activity change, negative = inhibition, most hits filed as inhibitors | P10253;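 further: plate controls were uninhibited enzyme wells for no effect and no-enzyme background for full effect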
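Fluorogenic assay: 4 nM human alpha-glucosidase with 400 uM 4-methylumbelliferyl-alpha-D-pyranoside in 50 mM citrate/phosphate, 0.005% Tween-20, pH 5.0, 20 min at room temperature. Compounds tested up to 77 uM; AC50 from Hill fits.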
SMN2 splice up: increases expression of the SMN2 splice variant. HEK293 SMN2-luciferase splicing reporter, luminescence, 30-36 h. AID 1458. Potency, µM (top dose mostly 46.1 µM), for the others: top-dose activity change, positive = activation, actives largely listed as activators. actives 2.8% (n = 210,000); further: % of control where 0% means no effect; nearly all actives have a fitted effect of over 55% in size
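HEK293 cells carry an SMN2 minigene-luciferase reporter in which exon 7 inclusion puts luciferase in frame. Cells were seeded at 2000 cells/well, attached for 10-12 hours, then exposed to compounds for 30-36 hours at 37C before ONE-Glo luminescence.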
aGal spleen mod: alpha-galactosidase A (human) modulation. P06280. human spleen homogenate, 4MU-alpha-Gal fluorescence, 40 min. Potency, µM (highest dose often 80 µM), without a hit: top-dose activity change, negative = inhibition, actives largely listed as inhibitors. actives 0.008% (n = 240,000);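 further: 0% = enzyme with vehicle and -100% = no enzyme basal signal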
Target sequence (P06280 32-429 limits assumed): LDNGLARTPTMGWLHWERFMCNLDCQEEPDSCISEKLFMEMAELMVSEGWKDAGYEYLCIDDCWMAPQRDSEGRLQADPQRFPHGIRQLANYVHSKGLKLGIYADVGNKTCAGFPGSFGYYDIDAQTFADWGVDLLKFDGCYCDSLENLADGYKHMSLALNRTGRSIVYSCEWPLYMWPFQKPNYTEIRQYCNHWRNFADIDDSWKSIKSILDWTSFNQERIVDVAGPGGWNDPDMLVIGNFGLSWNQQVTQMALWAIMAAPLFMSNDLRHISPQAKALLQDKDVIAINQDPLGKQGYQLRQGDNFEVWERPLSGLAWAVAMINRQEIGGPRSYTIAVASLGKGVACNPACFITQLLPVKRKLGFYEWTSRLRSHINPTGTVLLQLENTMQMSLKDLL
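Human spleen homogenate (1 ug) as enzyme source, 4-methylumbelliferyl-alpha-D-galactopyranoside 1 mM final, citrate/phosphate pH 5.0 with 0.01% Tween-20. Compounds 40 min at 37C, NaOH/glycine stop; fluorescence Ex 365/Em 440, Hill-fit AC50.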
GoLoco inh red: inhibitors of human Gai1-RGS12 GoLoco interaction (red fluorophore); Gai1:RGS12 GoLoco peptide FP, rhodamine, 10 min; Potency, µM (doses to about 61.6 µM), without a hit: top-dose activity, negative = inhibition, usual class: inhibitors; actives 0.44% (n = 230,000); active means well fitted inhibition curve with a large enough effect, not every such curve was filed as active; inactive means no such curve, though single readings can be large or run the other way; further: on the % scale 0 is the no-effect control and ±100 the full control effect; nearly all actives have a fitted effect of over 30% in size; many of its hits are not listed in these tables
Target sequence (P63096 whole entry, looked up): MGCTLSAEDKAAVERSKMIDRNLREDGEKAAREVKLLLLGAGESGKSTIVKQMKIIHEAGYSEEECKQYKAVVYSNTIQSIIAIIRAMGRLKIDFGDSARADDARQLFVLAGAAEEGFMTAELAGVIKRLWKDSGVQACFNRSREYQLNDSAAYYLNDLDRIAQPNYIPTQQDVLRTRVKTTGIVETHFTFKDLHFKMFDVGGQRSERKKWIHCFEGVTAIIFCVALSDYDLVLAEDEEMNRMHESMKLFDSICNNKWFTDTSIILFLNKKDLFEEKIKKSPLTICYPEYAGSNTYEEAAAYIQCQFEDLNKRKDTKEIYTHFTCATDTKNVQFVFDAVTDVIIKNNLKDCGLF
GAA glycogen mod: alters human alpha-glucosidase cleavage of glycogen; recombinant GAA, glycogen substrate, Amplex Red glucose oxidase fluorescence; Potency, µM (doses to about 76.4 µM), for inactives: at the highest dose activity change, negative = inhibition, usual class: inhibitors; actives 0.38% (n = 300,000);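 further: 0% = full enzyme reaction and -100% = no-enzyme basal signal; the screen sought inhibitors and activators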
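Natural-substrate format: glycogen cleavage by 4 nM human enzyme, glucose read by Amplex Red coupling (Ex 573, Em 610 nm). Normalized to enzyme and no-enzyme controls.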
JMJD2E inh: blocks human JMJD2E demethylase activity; JMJD2E catalytic domain, FDH-coupled NADH fluorescence (FDH is formaldehyde dehydrogenase); Potency, µM (doses to about 57.1 µM), inactives show top-dose activity change, negative = inhibition, hits mostly inhibitors; B2RXH2; AID 2147; actives 1.6% (n = 230,000); active means well fitted inhibition curve with a large enough effect, not every such curve was filed as active; inconclusive means small, poorly fitted or top-dose-only effect, or another doubt; inactive means no such curve, though single readings can be large or run the other way;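 further: 0% = wells with enzyme and -100% = buffer wells without enzyme; nearly all actives have a fitted effect of over 50% in size; many of its hits are not listed in these tables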
Target sequence (B2RXH2 1-337 limits assumed): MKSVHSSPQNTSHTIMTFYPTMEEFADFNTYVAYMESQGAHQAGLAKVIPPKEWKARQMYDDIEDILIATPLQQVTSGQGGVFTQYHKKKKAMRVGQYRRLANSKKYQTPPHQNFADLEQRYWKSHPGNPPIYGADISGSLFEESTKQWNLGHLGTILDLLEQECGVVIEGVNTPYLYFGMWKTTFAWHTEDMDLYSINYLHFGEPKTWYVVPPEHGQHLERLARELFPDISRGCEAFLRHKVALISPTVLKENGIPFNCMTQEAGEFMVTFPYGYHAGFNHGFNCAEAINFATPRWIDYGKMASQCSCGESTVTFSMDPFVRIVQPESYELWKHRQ
An asterisk follows results filed as active; ? = inconclusive; / = not tested or not shown; [ ] = remark or other dose. Unless noted, the call rests on the fitted dose curve; in most records, active means well fitted curve in the direction sought with a large enough effect; inconclusive means small, poorly fitted or top-dose-only effect, or another doubt; inactive means no such curve, though single readings can be large; an effect the other way counts as inactive or inconclusive. Potency means the concentration at half of the fitted maximal effect. A portion of the library; the hit share may differ from the screen's.

no. | Compound | GAA spleen mod | ALDH1A1 inh | GAA inh | SMN2 splice up
1 | CC(C)(C)C(=O)N1CCC(O)(CS(=O)(=O)Cc2ccccc2)CC1 | 1% | 7% | 2% | -1%
2 | CCCCSc1nnc(-c2cc3c(C(F)(F)F)nn(C)c3s2)n1C | -6% | 0% | -9% | -1%
3 | CCCc1n(CC(O)COC2CCCCC2)c2ccccc2[n+]1C (stereo not given) | -10% | -1% | 7% | 0%
4 | O=C(NN=C1c2ccccc2-c2ccccc21)c1ccccc1 | -7% | ? | -10% | -6%
5 | CC(/C=N\NC(=O)c1ccc(C)nc1)=C\c1ccccc1 | -4% | ? | -2% | 7%
6 | Cc1csc(=Nc2ccccc2)n1C | -1% | 0% | -2% | 18%
7 | O=C(CNC(=S)NC(=O)c1ccc(Cl)cc1)c1ccccc1 | -6% | 8.9µM* | 6% | 4%
8 | COc1cccc(N2CCN(C(=O)c3ccc(CSc4nc5ccncc5[nH]4)cc3)CC2)c1 | 2% | 22µM* | 2% | -55%[inhibitor]

no. | aGal spleen mod | GoLoco inh red | GAA glycogen mod | JMJD2E inh
1 | -7% | 2% | 0% | 4%
2 | -7% | 4% | -8% | -12%
3 | -7% | 7% | -9% | ?
4 | -1% | 4% | -22% | -26%
5 | 0% | 4% | 2% | 7%
6 | 11% | -1% | -7% | 8%
7 | -1% | 3% | 0% | 6%
8 | 0% | -14% | -3% | -4%

Structures listed so far that have a halogen, in the order listed:
no. | Compound | GAA spleen mod | ALDH1A1 inh | GAA inh | SMN2 splice up
2 | CCCCSc1nnc(-c2cc3c(C(F)(F)F)nn(C)c3s2)n1C | -6% | 0% | -9% | -1%
7 | O=C(CNC(=S)NC(=O)c1ccc(Cl)cc1)c1ccccc1 | -6% | 8.9µM* | 6% | 4%

no. | aGal spleen mod | GoLoco inh red | GAA glycogen mod | JMJD2E inh
2 | -7% | 4% | -8% | -12%
7 | -1% | 3% | 0% | 6%

More results follow:
no. | Compound | GAA spleen mod | ALDH1A1 inh | GAA inh | SMN2 splice up
9 | CC(C)(C)n1cnc(C(N)=O)c1N | 2% | 10µM* | -7% | 19%
10 | CCCCOC(=O)c1ccc(NC(=S)NC(=O)c2c(Cl)cnn2C)cc1 | -3% | ? | -2% | -29%
11 | CN=C(C)c1c(O)c2ccccc2oc1=O | -1% | ? | -4% | -51%[inhibitor]
12 | O=C(NCCc1ccc(Cl)cc1)c1cnccn1 | -1% | 2% | / | /
13 | O=C(NCC1CCCO1)C1CCN(C(=O)c2ccc(Cl)cc2)CC1 (stereo not given) | -9% | 5% | 5% | -16%
14 | NS(=O)(=O)c1ccc(CNS(=O)(=O)c2cc(C(=O)O)ccc2Cl)cc1 | 3% | 7% | 9% | 4%
15 | O=c1c(OC2OC(CO)C(O)C(O)C2OC2OC(CO)C(O)C(O)C2O)c(-c2ccc(O)cc2)oc2cc(O)cc(O)c12 (stereo not given) | -10% | / | / | /
16 | CCOC(=O)c1[nH]c2ccccc2c1NC(=O)C1CCCCC1 | -5% | 6% | 3% | 10%

no. | aGal spleen mod | GoLoco inh red | GAA glycogen mod | JMJD2E inh
9 | 1% | -1% | -4% | 3%
10 | 8% | 1% | ? | -7%
11 | -2% | -1% | -3% | ?
12 | 4% | 1% | 13% | -1%
13 | -1% | 4% | 0% | -1%
14 | -3% | 12% | 19% | 22%
15 | 0% | 5% | ? | 28µM*
16 | -2% | -1% | 7% | 4%

Remaining list, next part.
no. | Compound | GAA spleen mod | ALDH1A1 inh | GAA inh | SMN2 splice up
17 | CCCN(c1ccc(OCC)cc1)S(=O)(=O)c1ccc2c(c1)CCN2C(=O)CCC(=O)O | -4% | 3% | ? | 0%
18 | Nc1nc(SCc2ccc([N+](=O)[O-])cc2)c2ncn([C@@H]3O[C@H](CO)[C@H](O)[C@H]3O)c2n1 | -8% | -13% | / | ?
19 | COc1cc(C(=O)N2CCN(c3ncnc4sc(C)c(C)c34)CC2)cc(OC)c1OC | 2% | 4% | 9% | /
20 | CC(=O)Oc1ccc(-c2cccc(C(=O)N(C)c3ccc(O)cc3)c2)cc1 | 4% | -1% | 3% | 13%
21 | O=C(CCCSc1nnnn1-c1cccc2ccccc12)c1ccc(F)cc1 | -1% | 1.4µM* | -12% | -15%
22 | Cc1c(Cc2ccccc2)sc(/N=C/c2c(O)ccc3ccccc23)c1C(N)=O | 3% | ? | ? | 3%
23 | CC(=O)c1c(O)cc(O)c(C(C)=O)c1O | -3% | / | / | /
24 | CC(NC(=O)c1ccccc1)C(=O)NC1=NCCS1 (stereo not given) | -5% | 4% | -3% | -8%

no. | aGal spleen mod | GoLoco inh red | GAA glycogen mod | JMJD2E inh
17 | 3% | -3% | -6% | -3%
18 | -14% | -4% | / | -1%
19 | -18% | / | 12% | 3%
20 | 2% | 8% | -6% | 4%
21 | -11% | 5% | -3% | 0%
22 | 22% | 234%[activator] | -14% | ?
23 | 0% | 4% | -9% | 0%
24 | -3% | 0% | 2% | -4%

Next results follow.
no. | Compound | GAA spleen mod | ALDH1A1 inh | GAA inh | SMN2 splice up
25 | O=C(OCCNC(=O)c1ccc2ccccc2n1)c1ccc(F)cc1 | -5% | 1% | 5% | -11%
26 | O=C(CN1CCC(C(=O)c2ccc(F)cc2)CC1)Nc1ccc(F)cc1 | -4% | -4% | -3% | -72%[inhibitor]
27 | CCC(C)C(NC(=O)C1CCC(C)CC1)C(=O)NCc1ccccn1 (stereo not given) | -1% | -6% | 2% | -6%
28 | Cc1cc(C)c2c(CC(=O)N(CCC#N)Cc3cccnc3)coc2c1 | 2% | -13% | -13% | -18%
29 | Nc1nc(CSc2ncn(-c3ccccc3)n2)cs1 | -3% | -10% | 0% | 16µM*
30 | Cc1cc(-c2n[nH]c(=S)n2/N=C/c2ccc(C)s2)n[nH]1 | 10% | -10% | -3% | 2%
31 | Cc1ccc(NC(=O)CNS(=O)(=O)c2ccc(F)cc2)cc1C | -1% | 5% | ? | -1%
32 | N=C1/C(=C\c2ccc(-c3ccc(C(=O)O)cc3)o2)C(=O)N=C2SC=C(c3ccccc3)N12 | -2% | / | / | /

no. | aGal spleen mod | GoLoco inh red | GAA glycogen mod | JMJD2E inh
25 | 0% | 13% | 3% | ?
26 | 3% | 12% | -3% | 11%
27 | 1% | -8% | 0% | -2%
28 | 3% | 10% | 0% | -1%
29 | -7% | 0% | -1% | -4%
30 | 5% | 3% | -27% | -11%
31 | -2% | 10% | -6% | -3%
32 | 17% | 39%[activator] | 3% | ?

(further entries)
no. | Compound | GAA spleen mod | ALDH1A1 inh | GAA inh | SMN2 splice up
33 | CCc1ccc2nc3nc(C)cc(C)c3c(N)c2c1 | 1% | ? | 9% | 27%
34 | COCCn1c(=NC(=O)C(C)(C)C)sc2cc([N+](=O)[O-])ccc21 | -5% | 5% | 4% | -3%
35 | CCOc1ccc2nc(NCCO)[nH]c2c1 | -2% | 2% | -1% | 19%
36 | CC(=O)N(CC1CCCO1)c1nnc(-c2ccccn2)s1 (stereo not given) | -7% | ? | -7% | -15%
37 | CC(C)CCN1NC2(CCC(C)CC2)NC1=S (stereo not given) | 0% | / | / | /
38 | CCCCC12CN3CCN(CC(C3)/C1=N\NC(=O)c1ccccc1N)C2 | 0% | ? | 8% | 19%
39 | CC1CN(CC(O)COc2ccc(C(C)C)cc2)CC(C)O1 (stereo not given) | -8% | -5% | ? | -2%
40 | O=C(Nc1ccccc1)C1=C(O)CC(c2ccoc2)CC1=Nc1ccccc1 (stereo not given) | 8% | -5% | -6% | -10%

no. | aGal spleen mod | GoLoco inh red | GAA glycogen mod | JMJD2E inh
33 | 10% | 12% | -3% | ?
34 | -1% | 13% | 8% | 4%
35 | 1% | -3% | 6% | -6%
36 | -3% | 4% | -9% | ?
37 | -9% | -9% | ? | ?
38 | 4% | 11% | -3% | ?
39 | -26% | 2% | 4% | 1%
40 | 2% | 0% | 0% | -2%

Fetched by compound from the entries so far:
no. | Compound | GAA spleen mod | ALDH1A1 inh | GAA inh | SMN2 splice up
7 | O=C(CNC(=S)NC(=O)c1ccc(Cl)cc1)c1ccccc1 | -6% | 8.9µM* | 6% | 4%
39 | CC1CN(CC(O)COc2ccc(C(C)C)cc2)CC(C)O1 (stereo not given) | -8% | -5% | ? | -2%

no. | aGal spleen mod | GoLoco inh red | GAA glycogen mod | JMJD2E inh
7 | -1% | 3% | 0% | 6%
39 | -26% | 2% | 4% | 1%

(next part)
no. | Compound | GAA spleen mod | ALDH1A1 inh | GAA inh | SMN2 splice up
41 | Cc1nc(N2CCN(C(c3ccccc3)c3ccccc3)CC2)[nH]c(=O)c1C | 3% | 2% | 2% | 0%
42 | COC(=O)/C(=C/c1cccc([N+](=O)[O-])c1)NC(=O)c1ccc(OC)cc1 | 6% | 0% | 5% | ?
43 | Cc1ccc(C(=O)C(C)Sc2nnc(N)s2)cc1 (stereo not given) | 8% | 0% | -3% | ?
44 | CN1CCN(c2ccc(Cl)cc2NC(=O)c2ccc(S(=O)(=O)N(C)C)cc2)CC1 | -5% | -13% | -1% | 2%
45 | COC(=O)c1ccc(-n2nnnc2SCC(=O)N2CCCCC2)cc1 | 2% | -2% | 4% | -7%
46 | CCC(=O)N1CCC2(CC1)Oc1ccc(F)cc1C(=O)C21CC(c2ccc(Cl)cc2)=NO1 (stereo not given) | 1% | / | / | /
47 | OCCNCc1cc(Br)ccc1OCc1ccc(F)cc1 | -2% | 12% | 5% | -48%[inhibitor]
48 | CC(=O)C1=C(C)N(Cc2ccccc2)C(=O)N[C@@H]1c1cccc(C(F)(F)F)c1 | 1% | -10% | -3%[15.4 µM] | -37%[inhibitor]
49 | Cc1ccc(N(Cc2ccc(C(=O)NCCSc3ccccn3)cc2)S(C)(=O)=O)cc1C | -5% | 23% | -9% | -45%[inhibitor]
50 | O=C(NN1C(=O)c2ccccc2NC1c1ccco1)c1ccc(Br)cc1 (stereo not given) | 8% | -1% | -5% | 25%

no. | aGal spleen mod | GoLoco inh red | GAA glycogen mod | JMJD2E inh
41 | 3% | 3% | 6% | 6%
42 | 1% | -4% | -4% | -10%
43 | 5% | 2% | 0% | 3%
44 | -8% | -4% | -1% | -4%
45 | 2% | 1% | -14% | 4%
46 | 6% | 9% | -4% | -6%
47 | -5% | 7% | 21% | -6%
48 | -1% | -11% | -3% | -8%
49 | -6% | 2% | 9% | 3%
50 | 6% | 0% | -18% | ?
